Screening results as filed in PubChem BioAssay.
Growth percent in the NCI-60 one-dose screen (48 h, 10 µM unless noted): 100 = growth as untreated, 0 = no growth, -100 = all killed.
SF-268 – SF-268 CNS cancer cells | actives 3.1% (n = 82,000)
RXF 393 – RXF 393 renal cancer cells; actives 6.9% (n = 77,000)
ACHN – ACHN renal cancer | actives 4.9% (n = 81,000) | AID 1794771
SNB-75 – SNB-75 CNS cancer; AID 1794750; actives 5% (n = 79,000)
SF-539 – SF-539 CNS cancer. actives 6.8% (n = 81,000)
SNB-19 – SNB-19 CNS cancer cells | actives 2.5% (n = 81,000) | AID 1794751
A498 – A498 renal cancer cells; AID 1794774; actives 5.4% (n = 76,000)
CAKI-1 – CAKI-1 renal cancer. actives 4.7% (n = 75,000). AID 1794772
Active calls of the source: *; · = no result given. How the source made its calls: active means growth percent below 10; inactive means the rest.

Every second line gives: RXF 393	ACHN	A498	CAKI-1	SF-268	SNB-19	SF-539	SNB-75
1) N#C/C(=C1C=C/C(=N\O)C(Cl)=C\1)c1ccccc1
    44	26	86	5.3*	27	80	2.5*	59
2) Cc1[nH]c(C2CC(c3ccccc3)=NN2c2ccc(Cl)cc2)c(C)c1C(=O)NCC(F)(F)F (centres undefined)
    82	105	50	73	94	98	106	95
3) CC1=C(C(=O)OCc2ccccc2)C(c2sccc2C)NC(=O)N1 (centres undefined)
    89	104	98	102	109	110	106	107
4) CN1CCCc2ccccc21
    105	94	105	88	106	100	93	94
5) C/C(CC1(O)C(=O)Nc2ccccc21)=N\O (centres undefined)
    103	92	71	84	98	103	95	92
6) Cc1nc2c(c(N3CCCc4ccccc43)n1)CCC2
    33	19	-1.4*	21	17	40	1.1*	20
7) Oc1c(Cl)cc(Cl)cc1/C=N/c1nc(-c2ccc(Cl)cc2)cs1
    101	98	76	86	76	110	95	68
8) O=c1nc(NC2CCCC2)nc(-c2ccc(C(F)(F)F)cc2)[nH]1
    112	105	84	94	99	99	110	102
9) COc1cc(-c2noc(CNC(=O)OCc3ccccc3)n2)cc(OC)c1OC
    105	92	63	81	96	99	95	74
10) Cc1ccc(C)c(C2=NN(c3ccc(S(=O)(=O)NC(=O)NCc4ccccc4)cc3)C(c3ccccc3Cl)C2)c1 (centres undefined)
    98	81	75	74	94	86	102	83
11) CCN(CC)CC(O)CN1CCN(c2cccc(Cl)c2)CC1 (centres undefined)
    140	108	102	·	104	112	92	102
12) Cc1cnc(NC(=O)CSc2nnc(-c3cccnc3SCc3ccccc3)o2)s1
    73	66	74	75	59	65	86	71
13) O=c1oc2ccc(Br)cc2cc1C1=CSc2ccccc2N=C1
    112	98	149	75	97	86	99	·
14) Cc1ccc(NC(=O)[C@@H]2C[C@H]2CN2CCN(C)CC2)cc1Nc1nccc(-c2cccnc2)n1
    110	102	113	98	97	106	105	82
15) CCOC(=O)C#Cc1c(C(=O)OCC)nnn1[C@@H]1O[C@H](COC(C)=O)[C@@H](OC(C)=O)[C@H]1OC(C)=O
    70	53	102	4.6*	98	93	101	96
16) CC(C)NCCOC(=O)c1ccc(N)cc1
    102	107	89	105	107	101	93	93
17) CS(=O)(=O)c1ccc(C(=O)O)cc1
    107	101	103	95	98	95	107	92
18) Oc1c(Cl)cc(Cl)cc1C=NCCSc1ccc(Cl)cc1
    ·	90	90	84	48	94	92	73
19) Cn1cc(-c2nc(N)nnc2-c2c[nH]c3ccccc23)c2cc(Br)cnc21
    6.2*	19	96	12	20	45	8.3*	2.0*
20) C/C=C1\OC(n2cnc3c(N)ncnc32)C(O)C1O (centres undefined)
    113	105	116	98	114	103	116	89
21) O=C(Nc1ccccc1)Oc1ccc([N+](=O)[O-])cc1
    114	102	100	99	103	104	90	96
22) CC(C)(C)n1nnnc1C(Nc1cccc(C(F)(F)F)c1)c1cc2cccc3ccc4cccc1c4c32 (centres undefined)
    51	90	·	62	80	89	89	98
23) O=S(=O)(NCCCNc1nccc(-c2cn(-c3ccccc3)nc2-c2ccc(Cl)c(O)c2)n1)c1ccc(O)cc1
    97	104	·	103	100	104	93	97
24) Cc1nc(C(Cl)(Cl)Cl)[nH]c(=O)c1SCCO
    115	110	106	99	97	90	·	·
25) O=C1NC(=O)C2C(=O)NC(=O)C1C21CCc2ccccc21 (centres undefined)
    99	96	137	78	111	·	94	124
26) O=S1(=O)N=C2N3C=C(C(F)(F)F)C=C(Cl)C3=NN2c2ccncc21
    115	105	145	100	100	108	101	99
27) CC(=O)c1ccc(NC(=O)CSc2nnc(-c3ccc4nc(-c5ccc(Cl)cc5)[nH]c4c3)o2)cc1
    121	95	109	96	97	117	89	93
28) COc1ccc(C2=NN(C(=O)c3cc(OC)c(OC)c(OC)c3)C(c3ccc(N(C)C)cc3)C2)cc1 (centres undefined)
    -19*	26	-1.9*	39	47	38	-37*	18
29) CC(C)(C)OC(=O)NCCc1ccc(N=C=S)cc1
    55	80	70	·	72	85	69	42
30) O=C(Nc1ccccc1)c1sc(-c2cccc(C(F)(F)F)c2)cc1O
    102	79	51	75	83	70	42	78
31) CC(=O)NNC(=S)OC1CCCCC1
    94	106	88	·	94	102	99	83
32) CC(C)COc1nc2c(c(=O)n(C)c(=O)n2C)n1C
    126	102	85	107	98	100	92	82
33) Cc1ccc(Cn2c(NCCN=C(N)N)nc(=O)n(Cc3ccc(C(F)(F)F)cc3)c2=O)cc1
    107	98	118	92	78	70	95	34
34) CC(=O)C(c1ccccn1)C(C)C (centres undefined)
    104	102	96	81	101	104	104	97
35) COc1cccc(-c2cc3cnc4ccccc4c3oc2=O)c1
    103	103	·	92	96	95	96	97
36) O=c1[nH]c2c(c(=O)n1-c1ccccc1)CCO2
    115	101	90	96	104	110	98	89
37) CN(C)CSc1ccccc1
    116	107	83	101	92	102	112	99
38) CN(C)c1ccc(/C=C/c2ccnc3ccccc23)cc1N
    81	69	63	61	87	80	77	86
39) COc1ccc(/C=N/n2cnc3c(c(C)nn3-c3ccccc3)c2=N)cc1
    96	97	87	88	108	90	98	141
40) N#C/C(=C/c1ccc(O)c([N+](=O)[O-])c1)c1nc(-c2ccc([N+](=O)[O-])cc2)cs1
    78	36	21	·	51	34	47	80
41) CN(C)c1ccc(Nc2c3ccccc3nc3ccccc23)cc1
    22	-19*	14	-14*	28	28	18	9.4*
42) O=C(/C=C/c1ccc([N+](=O)[O-])o1)NNC(=O)c1cc2ccccc2cc1O
    -21*	-82*	-51*	22	-4.0*	33	-23*	46
43) O=C(CSc1nc2sc3c(c2c(=O)n1-c1ccc(Cl)cc1)CCCC3)Nc1nc(-c2ccc(Cl)cc2)cs1
    96	87	·	48	70	87	98	53
44) O=C(O)C(Cc1c[nH]c2ccccc12)N1C(=O)CSC1=S (centres undefined)
    119	96	84	88	91	97	91	63
45) COc1ccc(-c2nn(Cc3ccc(OC)c(OC)c3)c3c2-c2oncc2CC3)cc1
    ·	89	83	84	94	98	98	77
46) O=C(c1ccc(Cl)cc1)C1[C@H](c2ccc(Cl)cc2)[C@@H](c2ccccc2)NC12C(=O)Nc1ccc(Cl)cc12 (some centres undefined)
    57	50	83	30	57	72	80	57
47) COc1cccc(-c2nn(C)c3sc(C(=O)NCCN4CCN(c5ccccc5F)CC4)cc23)c1
    41	85	39	68	77	92	56	65
48) CCCOc1ccn2c(C(C)=O)cc(-c3ccccc3S(C)(=O)=O)c2c1
    96	94	78	88	·	98	87	68
49) C=C(C)[C@@H]1CC[C@]2(C(=O)OCCOCCOCC[P+](c3ccccc3)(c3ccccc3)c3ccccc3)CC[C@]3(C)[C@H](CC[C@@H]4[C@@]5(C)CC[C@H](OC(C)=O)C(C)(C)[C@@H]5CC[C@]43C)[C@@H]12
    -90*	-97*	-94*	·	-75*	-94*	-91*	-87*
50) C#Cc1ccc(-n2c(/C=C/c3cc(OC)ccc3OC)nc3ncccc3c2=O)cc1
    94	96	90	104	87	107	105	81
51) O=C(O)CCSc1ccccc1[N+](=O)[O-]
    103	99	61	91	95	103	95	76
52) S=C(S)Nc1cccc2ccccc12
    89	78	107	76	91	101	90	84
53) N#Cc1c(Nc2ccccc2)n[nH]c1-c1ccc(F)cc1
    105	102	96	92	82	79	·	71
54) COc1ccc(C(=O)/C=C/c2ccc(Oc3nc(NCCO)nc(N4CCOCC4)n3)c(OC)c2)cc1
    108	63	·	56	85	69	82	90
55) COc1cc2c(c(OC)c1OC)C(=O)/C(=C\c1ccccc1)O2
    116	89	96	77	87	87	89	51
56) N#CCCOCC(OCCC#N)C(OCCC#N)C(OCCC#N)C(COCCC#N)OCCC#N (centres undefined)
    114	108	86	101	108	120	112	100
57) ClC(Cl)(Cl)C1OCCCO1
    103	101	89	99	105	105	104	106
58) COc1ccc(-c2ccc3c4c(cccc24)C(=O)N(N2C(=O)c4cccc5cccc(c45)C2=O)C3=O)cc1
    108	96	100	75	98	96	96	73
59) C/C1=C\CC[C@@]2(C)O[C@H]2[C@H]2OC(=O)C(COc3ccc4ccccc4c3)[C@@H]2CC1 (some centres undefined)
    117	97	109	84	95	93	99	82
60) Cc1ccc(CSc2nc(-c3ccc(F)cc3)c(C#N)c(N3CCOCC3)n2)cc1
    51	63	167	56	78	56	68	12

Continued:
Every second line gives: RXF 393	ACHN	A498	CAKI-1	SF-268	SNB-19	SF-539	SNB-75
61) Cc1cc(O)c(Cl)cc1Cl
    112	106	101	97	116	102	107	100
62) N#Cc1c(-c2cc(=O)oc3ccc(Cl)cc23)nn(-c2ccccc2)c1N
    96	71	107	·	82	95	80	81
63) O=C(O)CCCN1C(=O)/C(=C/c2cc3cc4c(cc3nc2Cl)OCO4)SC1=S
    123	98	127	96	111	94	100	105
64) C=C1[C@H](OC(=O)C(C)C)[C@@H](OC(C)=O)[C@@H](OC(=O)c2cccnc2)C(C)(C)/C=C/[C@@H](C)C(=O)[C@@]2(O)C[C@H](C)[C@H](OC(=O)CC)[C@@H]2[C@H]1OC(C)=O
    104	88	66	81	100	110	98	78
65) CCCCCCCCCCCCCCNC1=C(Br)C(=O)c2c(C(=O)OC)c(C)nc(C)c2C1=O
    71	63	105	61	70	69	98	95
66) Cc1ccc(N=C=S)cc1Cl
    94	82	89	72	99	96	94	68
67) NC(=O)c1cc2c(n1Cc1ccccc1)-c1nc(N)ncc1CCC2
    110	89	77	96	101	89	94	86
68) Cc1ccc([C@@H]2C[C@@H]3Cc4cc(F)ccc4N2O3)o1
    146	104	84	96	104	123	101	102
69) CCOC(=O)C[N+]1(CC(=O)OCC)CCCCC1
    114	102	96	97	94	99	98	95
70) COc1ccc(-c2nocc2-c2cc(OC)c(OC)c(OC)c2)cc1
    ·	40	·	31	39	35	2.5*	33
71) C=CCOC(c1ccc2c(c1)OCO2)C(C)Br (centres undefined)
    107	105	79	89	106	106	104	100
72) COc1ccc(-c2cc(/C=C3\C(=O)Nc4ccccc43)[nH]n2)cc1OC
    106	92	86	86	99	88	91	88
73) NNC(=O)c1c(Nc2ccccc2)nn(CC(O)c2ccccc2)c1N (centres undefined)
    105	97	92	96	105	95	98	96
74) COc1cc(OC)c(/C=C/S(=O)(=O)Cc2cnc(OC)c(N)c2)c(OC)c1
    45	26	-1.9*	34	38	31	·	42
75) Cc1cc(N2CCN(C)CC2)nc(N(CCNc2ccnc3cc(Cl)ccc23)Cc2ccccn2)n1
    73	93	95	72	72	92	90	60
76) CN1CCN(/C(=N\c2sc(-c3ccccc3)nc2-c2ccccc2)c2ccccc2)CC1
    76	95	122	73	91	100	76	90
77) COc1ccc(CNc2cccc(C)c2)cc1
    100	115	64	91	105	107	107	105
78) CN1CCC(NC(=O)Nc2ncccc2OCc2cccc(F)c2)CC1
    104	105	97	96	99	98	103	90
79) Cc1cn([C@H]2CC=C(CO)O2)c(=O)[nH]c1=O
    99	103	88	90	96	100	92	95
80) Cc1cc(O)c(C)c(C)c1Cl
    112	104	123	101	113	114	98	102
81) O=C(Nc1nnc(-c2ccncc2)s1)c1ccccc1
    104	110	93	94	92	116	101	118
82) CC1=Cc2cc(Cl)cc(Cl)c2OC12Oc1c(Cl)cc(Cl)cc1C=C2C
    125	102	94	96	99	100	101	96
83) Nc1ncnc2c(-c3nc4ccccc4s3)c(Nc3ccccc3)sc12
    114	98	102	102	100	94	103	92
84) COc1ccc(-c2nc3cc(C(=O)O)ccc3n2C2CCCCC2)cc1
    101	99	68	101	106	103	94	104
85) O=c1cc(-c2ccccc2)oc2cc(OCc3cn(Cc4ccc([N+](=O)[O-])cc4)nn3)cc(O)c12
    ·	90	89	96	98	87	84	86
86) CC[C@]12C=CCN3CC[C@@]4(c5ccc(OC)cc5N(C)[C@H]4[C@@](O)(C(=O)OC)[C@@H]1OC(=O)CCC[P+](c1ccccc1)(c1ccccc1)c1ccccc1)[C@@H]32
    29	90	14	52	19	11	16	-4.4*
87) C=CCN(CC=C)CC(=O)Nn1c(C)ccc1C
    116	104	106	·	111	112	104	95
88) CN(C(=O)N(C)c1ccccc1)c1ccccc1
    114	105	81	·	114	97	105	109
89) O=CC#Cc1ccccc1
    109	101	96	96	112	106	123	85
90) NNc1cccc(/C=C/c2ccccc2)cc1=O
    92	37	84	13	58	68	62	81
91) CN1C(=O)C(C2=NNC(c3ccccc3C(=O)O)C2)C(=O)N(C)C1=O (centres undefined)
    106	106	91	87	99	93	108	85
92) CC(O)(P(=O)(O)O)P(=O)(O)O
    108	100	112	100	108	108	91	102
93) CC12C(=O)OC(=O)C1C1c3ccccc3C2c2ccccc21 (centres undefined)
    110	106	114	100	101	·	100	96
